# Source: PubChem BioAssay
# MKP-3 inhibition – inhibition of rat DUSP6 enzyme activity – biochemical, in vitro, primary screen (AID 425). inhibition, % at 20 µM; hits with a dose series show IC50 in µM. recombinant MKP-3 phosphatase activity, fluorescence; higher % means a stronger effect. 110,000 compounds, 0.17% hits; in the data active means inhibition above about 50%;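 further: plate controls were vehicle for no effect and reference inhibitor for full effect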
# Hsp70 displacement – Hsp70 inhibitors, probe displacement, primary screen, biochemical, fluorescence polarization (AID 583). Hsp70 fluorescence polarization probe displacement, mP; higher % means a stronger effect. 140,000 compounds, 0.06% hits. displacement, % at 20 µM; hits with a dose series show IC50 in µM; in the data active means displacement above about 50%;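 further: plate controls were vehicle for no effect and reference ligand for full effect; a part of the inactive calls stands beside numbers as strong as those of hits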
# The depositor's hits bear a star; . = no result given. The list is partial; rates above refer to the full screens.
SMILES,MKP-3 inhibition,Hsp70 displacement
CCn1c(SCC(=O)Nc2cc(C)on2)nc2c(c1=O)SC(C)C2 (stereo not drawn),.,-8.3%
Cc1nnc(Oc2ccccc2F)c2ccccc12,-13%,0.8%
CCCCc1nnc(NC(=O)C2CCCO2)s1 (stereo not drawn),-11%,-3.1%
Cc1ccc(-n2c(C)c3c(C)nnc(C)c3c2C)cc1,6%,1.0%
O=C(Nc1ccc(Cl)c(Cl)c1)Nc1nnc(-c2ccc([N+](=O)[O-])cc2)s1,-1%,-2.8%
O=C(c1c(F)cccc1F)N(Cc1ccccn1)C1CCCC1,-1%,2.6%
COc1cc(OC)cc(C(=O)N2CCN(C3CCCC3)CC2)c1,1%,-3.5%
CN(C1CCCCC1)S(=O)(=O)c1ccc(NC(=O)CCC(=O)O)cc1,2%,1.9%
COc1cccc(C(=O)Nc2cnc(NC(=O)c3ccco3)cc2C)c1,-5%,-1.3%
Cc1ccc(C(=O)O)cc1S(=O)(=O)N1CCSCC1,-2%,-1.1%
CN(C1CCCCC1)S(=O)(=O)c1ccc(NC(=O)C2CCCCC2)cc1,.,2.8%
CC1CCc2c(sc(NC(=O)CC(c3ccccc3)c3ccccc3)c2C(N)=O)C1 (stereo not drawn),0%,5.2%
CCOC(=O)CSc1nc2c(sc(=S)n2CCc2ccccc2)c(=O)n1Cc1ccco1,-6%,2.7%
CCOC(=O)c1c(C)c(C(=O)NCc2ccc3c(c2)OCO3)c(C)n1C,2%,-1.9%
Clc1ccc(C2CC(c3ccco3)n3ncnc3N2)cc1Cl (stereo not drawn),.,1.8%
CCOC(=O)c1c(-c2ccc(OC)cc2)csc1NC(=O)C1CC=CCC1C(=O)O (stereo not drawn),5%,-4.0%
CS(=O)(=O)Nc1cccc2cccnc12,-5%,2.2%
Cc1nc(OCC(=O)c2ccc(Cl)cc2)c(C#N)c2c1COC(C)(C)C2,.,-2.5%
CCOC(=O)c1ccc(S(=O)(=O)N2CCNCC2)cc1,.,-9.6%
CCc1ccccc1NC(=O)c1cc2sccc2n1C,-8%,3.5%
CN(C)CCCOc1ccc(C(C)(C)c2ccccc2)cc1,.,-5.0%
CN1C(=O)/C(=C/c2cn(CC(=O)N3CCCCC3)c3ccccc23)c2ccccc21,.,2.8%
N#C/C(C(=O)Oc1ccccc1)=C1\C=CC=CN1,-1%,-2.5%
CC1CCc2nc(N)c(C#N)c(-c3cccn3C)c2C1 (stereo not drawn),-4%,11%
Cc1nc(NC(=O)c2ccccc2)sc1-c1csc(Nc2ccc(N)cc2)n1,0%,2.5%
CC(C)(C)c1cc(C(c2cccnc2)N2CCN(CCO)CC2)cc(C(C)(C)C)c1O (stereo not drawn),2%,.
O=C1C2ON(c3ccccc3)C(c3cccnc3)C2C(=O)N1c1ccccc1 (stereo not drawn),4%,-0.6%
O=c1c2ccccc2c2c1nc1c(=O)c3ccccc3c(=O)n12,-1%,9.3%
COc1ccc(NC(=O)CN(C)S(=O)(=O)c2ccccc2)cc1OC,4%,-1.2%
Cc1ccccc1Cn1cnc2c(nnn2Cc2ccc(F)cc2)c1=O,-8%,1.2%

# Pulled by compound from above, seven records:
SMILES,MKP-3 inhibition,Hsp70 displacement
Cc1nc(NC(=O)c2ccccc2)sc1-c1csc(Nc2ccc(N)cc2)n1,0%,2.5%
COc1ccc(NC(=O)CN(C)S(=O)(=O)c2ccccc2)cc1OC,4%,-1.2%
CN(C)CCCOc1ccc(C(C)(C)c2ccccc2)cc1,.,-5.0%
O=c1c2ccccc2c2c1nc1c(=O)c3ccccc3c(=O)n12,-1%,9.3%
CN1C(=O)/C(=C/c2cn(CC(=O)N3CCCCC3)c3ccccc23)c2ccccc21,.,2.8%
Cc1ccccc1Cn1cnc2c(nnn2Cc2ccc(F)cc2)c1=O,-8%,1.2%
N#C/C(C(=O)Oc1ccccc1)=C1\C=CC=CN1,-1%,-2.5%

# Continued:
SMILES,MKP-3 inhibition,Hsp70 displacement
c1csc(-c2cnc3n2CCCC3)c1,-2%,5.7%
O=C(O)C1=C(C(=O)Nc2ccc(F)c(Cl)c2)CCCC1,-2%,-4.0%
NNC(=O)CSc1ccc2ccccc2n1,0%,3.1%
C(#Cc1ccccc1)CN1CCN(CC#Cc2ccccc2)CC1,0%,3.6%
Cc1cc(=O)oc2ccc(OC(=O)c3cccc(S(=O)(=O)N4CCOCC4)c3)cc12,1%,-3.5%
CC(C)c1ccc(C2/C(=C(/O)c3ccccc3)C(=O)C(=O)N2CC2CCCO2)cc1 (stereo not drawn),-3%,-4.2%
COc1ccc(C2=CC(c3ccc(Cl)cc3)n3cnnc3N2)cc1OC (stereo not drawn),-7%,12%
CCOC(=O)Nc1ccc2ncn(C)c(=O)c2c1,-9%,-9.9%
C=CCNC(=O)C1CC(=O)N(c2ccc(OCC(=O)Nc3ccc(OC)cc3)cc2)C1 (stereo not drawn),-7%,0.3%
CCCCCOc1ccccc1C(=O)NCCC(=O)O,.,1.5%
O=C(c1ccc(Cl)cc1)C1CCN(C(=O)N2CCOCC2)CC1,-8%,-6.1%
O=C1CC(NCc2ccc3c(c2)OCO3)C(=O)N1Cc1ccc2c(c1)OCO2 (stereo not drawn),-1%,2.0%
CCOC(=O)c1sc(Nc2ccccc2)nc1C,.,-5.0%
CCOc1ccccc1-c1nc(C(N)=O)c2[nH]c(=O)n(-c3ccc(F)cc3)c2n1,-4%,-5.0%
Cc1cc(NC(=O)CCCC(=O)O)no1,-1%,2.2%
CSCCC(NS(=O)(=O)c1ccc2c(c1)oc(=O)n2C)C(=O)NC1CCCCC1 (stereo not drawn),-5%,-1.0%
CCC(=O)N(Cc1ccco1)c1nc(-c2ccccc2)cs1,-11%,-5.6%
COc1ccccc1OCC(=O)OCC(=O)NCCN1C(=O)CSC1=O,-7%,1.8%
O=C(N/N=C/c1cc(Cl)cc([N+](=O)[O-])c1O)c1ccc2c(c1)OCO2,9%,8.0%
CCOC(=O)c1ccc(NC(=O)CN(c2ccc(OCC)cc2)S(=O)(=O)c2ccc(SC)cc2)cc1,-1%,0.2%
COc1ccc(/C(O)=C2\C(=O)C(=O)N(CCc3ccccc3)C2c2ccc(F)cc2)cc1 (stereo not drawn),-1%,0.5%
CC(Sc1cccc2cccc(C(=O)O)c12)C(=O)O (stereo not drawn),-1%,1.9%
Cc1cccnc1NC(=S)NC(=O)/C=C/c1ccco1,.,-1.6%
CCCCNC(=O)C(NS(=O)(=O)c1cccc2nsnc12)c1ccccc1 (stereo not drawn),6%,2.4%
CCn1c(Sc2ccc(N)cc2Cl)nc2ccccc21,1%,-1.8%
O=c1cc(CSc2nnnn2-c2ccccc2)[nH]c2[nH]n(-c3ccccc3)c(=O)c12,1%,2.2%
COc1ccc(OC(=O)c2ccc(OC)c(S(=O)(=O)N3CCOCC3)c2)cc1,0%,0.7%
CCCCCSc1nc2c(cnn2-c2ccccc2)c(=O)[nH]1,-2%,1.0%
O=C(Nc1nc2c(s1)CCCC2)c1ccc(Br)o1,-6%,-2.0%
COc1cccc(CC(=O)NCC2COc3ccccc3O2)c1OC (stereo not drawn),-10%,7.7%
O=C(c1ccccc1)N1CCCC(c2nc3c(nnn3Cc3ccccc3)c(=O)[nH]2)C1 (stereo not drawn),-11%,-1.4%
CCN(CC)CCCNC(=O)C1c2cc(OC)c(OC)cc2C(=O)N(C)C1c1cccs1 (stereo not drawn),.,-5.8%
CC(=O)Nc1ccc(S(=O)(=O)Nc2c(C)cc(C)cc2C)cc1,4%,-0.6%
Cc1cccnc1NC(=O)COc1ccc(Cl)cc1Cl,-1%,1.2%
Brc1ccc(-c2nc(-c3ccncc3)no2)o1,0%,-3.1%
CCOC(=O)c1sc(NC(NC(=O)c2ccco2)(C(=O)OC)C(F)(F)F)nc1C (stereo not drawn),-10%,-3.6%
Cn1ccnc1SCc1cc(=O)[nH]c2ccccc12,-9%,-0.8%
CCOC(=O)CC1ON(C)C(=O)N1c1ccc([N+](=O)[O-])cc1 (stereo not drawn),.,16%
O=C(CSc1ncc(-c2ccc(F)cc2)[nH]1)Nc1cccc(O)c1,-2%,1.4%
O=c1nc(/C=C/c2ccc(-c3ccc(F)cc3)o2)cc(C(F)(F)F)[nH]1,.,-96%
O=C(Cc1cccs1)Nc1nnc(CCc2ccccc2)s1,-4%,0.3%
N#Cc1c(/N=C/c2ccco2)sc2c1CCC2,-10%,4.5%
Cc1ccc(CN(CC(=O)NCCc2ccccc2)C(=O)CCCC(=O)Nc2cc(C)on2)cc1,-8%,-0.6%
COc1ccc(NC(=O)CN(c2ccc(C(C)C)cc2)S(=O)(=O)c2ccccc2)cc1OC,0%,-0.7%
CCc1cc2ccc(C)cc2nc1SCC(=O)N1CCN(C(=O)c2ccco2)CC1,0%,1.8%
CCCCN1Cc2cc(C(=O)c3cc(F)ccc3O)cnc2NC1=O,-4%,1.6%
COc1ccc(-c2coc3cc(O)cc(O)c3c2=O)cc1,-2%,7.9%
COC(=O)C1=C(N)Oc2cc(C)n(Cc3ccccc3)c(=O)c2C1c1ccccc1 (stereo not drawn),.,-3.4%
Cc1cccc(N2C(=O)c3ccc(NC(=O)C(c4ccccc4)c4ccccc4)cc3C2=O)c1C,0%,-3.4%
COc1cccc(NC(=O)Cn2c(=O)n(CCCC(=O)NCc3ccco3)c(=O)c3ccccc32)c1,-5%,-0.9%

# (list continues)
SMILES,MKP-3 inhibition,Hsp70 displacement
CS(=O)(=O)N(CC(=O)N1CCc2ccccc2C1)Cc1ccccc1,.,3.3%
Cc1cc(C)c(S(=O)(=O)N(C2=NCCS2)S(=O)(=O)c2c(C)cc(C)cc2C)c(C)c1,.,0.9%
CC1CCc2cc(F)cc3c(O)c(C(=O)NCc4ccco4)c(=O)n1c23 (stereo not drawn),-6%,0.6%
Cc1n[nH]c(C)c1CCCOc1ccccc1,.,-0.6%
CSc1nc(C)cc(OCCNS(=O)(=O)c2cc(C)ccc2C)n1,-7%,-4.8%
O=C(CCNS(=O)(=O)c1cccc2nsnc12)Nc1ccc2c(c1)OCCO2,7%,.
CCOC(=O)N1CCN(c2cc(N3CCCCC3)c(F)cc2[N+](=O)[O-])CC1,4%,-4.6%
CC(C)c1ccc(CNc2cc(N3CCN(C(=O)c4ccccc4F)CC3)ccc2[N+](=O)[O-])cc1,-1%,-5.1%
O=NC1=C(c2c(O)[nH]c3ccccc23)CCCC1,-5%,2.8%
O=c1[nH]c(=O)n(-c2ccccc2Cl)c(O)c1C=NCc1ccccc1F,-1%,-2.4%
CCc1nc(N)c(C#N)c(-c2ccccc2OC)c1C,-10%,-0.1%
COc1ccc(C2NC(=O)CS2)cc1OC (stereo not drawn),1%,-1.1%
O=C1c2ccccc2C(=O)N1c1ccc2nc(SCc3ccc(F)cc3)sc2c1,0%,4.1%
Cc1ccc(N=c2oc3cc(O)ccc3cc2C(N)=O)cc1,-11%,1.1%
COC(=O)CNC(=O)CN(c1ccc(C)cc1C)S(=O)(=O)c1ccccc1,1%,-5.9%
CCn1c(SCC(=O)c2ccccc2)nnc1-c1cccs1,.,-1.5%
COc1ccc(-c2nc(S(=O)(=O)c3ccc(C)cc3)c(N3CCCC3)o2)cc1,-7%,-1.3%
CCOc1ccc(NC(=O)c2cnc3scc(C)n3c2=O)cc1,-5%,4.5%
O=S(=O)(Nc1ccc2c(c1)nc1n2CCN(Cc2ccccc2)C1)c1ccc(Cl)cc1,-17%,-0.5%
COc1ccc(C(=O)CCC(=O)O)c(C)c1,.,0.4%
CC1(O)C(=O)c2ccccc2N(c2ccccc2)C1=O (stereo not drawn),.,-2.4%
COc1ccc(-c2noc(-c3ccccc3-c3ccccc3)n2)cc1,.,2.6%
O=C(c1ccc(Cl)cc1)c1ccc(OCC(O)CN2CCCCC2)cc1 (stereo not drawn),.,-2.4%
O=C(NCCCNC(=O)c1ccc(CN2CCOCC2)cc1)c1ccc(CN2CCOCC2)cc1,3%,0.9%
Cc1cc2ccccc2c(=O)[nH]1,-4%,0.3%
Cn1c(COc2ccccc2)nnc1SCC(=O)Nc1ccc(S(N)(=O)=O)cc1,.,5.0%
O=C1C2ON(c3ccc(Br)cc3)C(c3cccnc3)C2C(=O)N1C1CCCCC1 (stereo not drawn),.,0.6%
COc1ccc(NC(=O)CSc2nnc(Cc3ccccc3)o2)c(OC)c1,-8%,-3.4%
Cc1cc(=O)[nH]c(SCC(=O)Nc2nc(-c3ccccc3)cs2)n1,2%,-7.9%
O=C(C1CCN(S(=O)(=O)c2cccc3cccnc23)CC1)N1CCN(c2ccccc2)CC1,-6%,0.2%

# Brought forward from above: four entries; new compounds follow.
SMILES,MKP-3 inhibition,Hsp70 displacement
O=C1C2ON(c3ccc(Br)cc3)C(c3cccnc3)C2C(=O)N1C1CCCCC1 (stereo not drawn),.,0.6%
COc1ccc(NC(=O)CSc2nnc(Cc3ccccc3)o2)c(OC)c1,-8%,-3.4%
Cc1cc(=O)[nH]c(SCC(=O)Nc2nc(-c3ccccc3)cs2)n1,2%,-7.9%
O=C(C1CCN(S(=O)(=O)c2cccc3cccnc23)CC1)N1CCN(c2ccccc2)CC1,-6%,0.2%
CCOCC(=O)Nc1ccc(C)c(Cl)c1,.,14%
CCN1CN=C(NS(=O)(=O)c2ccc(C)cc2)NC1,.,3.6%
COc1ccc(OC)c(C2=Nn3c(nnc3-c3ccco3)SC2)c1,3%,-1.5%
CCCCOc1ccc(C(C)NC(=O)C2CCCN(S(=O)(=O)CC)C2)cc1 (stereo not drawn),4%,-2.4%
